Screens: PubChem BioAssay, several laboratories
RmlCD inh mix: mixture blocks RmlC and RmlD coupled enzyme activity | RmlC/RmlD coupled enzyme inhibition, 384-well mixture HTS | actives 0.39% (n = 110,000) | inhibition, % at 5.5 µM; in the data active = inhibition above about 30%, passing the limit was not always enough; also: strong numbers were not always called active
HIV RNase H inh: inhibitors of HIV-1 reverse transcriptase RNase H. RT-RNase H RNA/DNA duplex cleavage, fluorescence. inhibition, % at 10 µM. actives 1.9% (n = 65,000). AID 565; in the data active = inhibition above about 50%
* = called active by the depositor; x = no result given. The list is partial. The share of hits here may be higher or lower than overall.

SMILES | RmlCD inh mix | HIV RNase H inh
CCCCOC(=O)C1=C(N)OC2=C(C(=O)CCC2)[C@]12C(=O)N(C)c1ccccc12 | -3 | -5
CC1(OC(=O)c2cccs2)C(=O)C=C2C=C(C3CC3)OC=C2C1=O (configuration not stated) | -12 | x
COC(=O)c1c(NC(=O)c2ccccc2)sc(Cc2ccccc2)c1C | -43 | x
O=C(N/N=C/c1cccc(OCc2ccccc2)c1)c1cccs1 | 13 | x
CCCCCCN=C(C)c1c(O)n(Cc2ccccc2)c(=O)[nH]c1=O | 20 | x
CCOc1ccccc1C(=O)NCc1ccco1 | -32 | 3
N#Cc1c2ncn(CC(=O)c3ccc(Br)cc3)c(=O)c2c2n1CCC2 | -9 | -2
CC(=O)C1C(c2ccc(O)cc2)NC(=O)NC1(O)C(F)(F)F (configuration not stated) | 7 | -7
CCOC(=O)Cc1csc(NC(=O)CCCN2C(=O)c3ccccc3C2=O)n1 | 9 | x
COc1cc(C(N)=O)ccc1OCc1ccccc1 | -63 | 1
Cc1ncc(S(=O)(=O)c2ccccc2)c(-c2ccccc2Cl)n1 | -11 | x
CCOC(=O)c1cnc2c(OC)cccc2c1N1CCN(c2ccc(OC)cc2)CC1 | 14 | -9
O=C(NCc1nc2ncc(Br)cc2[nH]1)c1ccccc1 | -8 | 3
CCC(C)c1ccc2oc(-c3ccc(NC(=O)Cn4cnc5c(=O)n(C)c(=O)n(C)c54)cc3)nc2c1 (configuration not stated) | -70 | -7
Cc1nnc(SCC(=O)N2CCOCC2)s1 | -19 | -4
Cc1cc(OCc2nn[nH]n2)c2c3c(c(=O)oc2c1)CCCC3 | -19 | -8
COc1ccc2c(c1)O[C@H](c1ccc3c(c1)OCO3)[C@@H](O)C2=O | -21 | x
Cn1c(=O)n(C)c2cc(S(=O)(=O)NCc3ccccc3)ccc21 | -11 | -22
O=C(CCc1nc2ccccc2[nH]1)NCc1ccc2c(c1)OCO2 | 8 | -5
CC(=O)CC(C)(C)S(=O)(=O)c1ccc(Oc2ccc(S(=O)(=O)C(C)(C)CC(C)=O)cc2)cc1 | 5 | x
CC(=O)O[C@]1(C(C)=O)CC[C@H]2[C@@H]3C=C(C)C4=CC(=O)CC[C@]4(C)[C@H]3CC[C@@]21C | 7 | 4
CCOC(=O)C1=C(Nc2ccc(C)cc2)CC(C)(O)C(C(=O)OCC)C1c1ccccc1 (configuration not stated) | 4 | x
CCOC(=O)c1cn(CC)c2cc(N3CCOCC3)c(F)cc2c1=O | -3 | -7
COc1ccc(-n2ncc3c(NCC(C)C)ncnc32)cc1 | 6 | 4
COc1ccc(S(=O)(=O)NCCC(=O)NC2CCCCCCC2)cc1 | 9 | -2
COc1ccccc1CN1[C@@H](CC(C)=O)c2cc(C(F)(F)F)ccc2S1(=O)=O | 4 | x
O=C(Nc1nsc(-c2ccccc2)n1)c1ccncc1 | 14 | -21
CC(=O)c1oc2ccccc2c1NC(=O)CN1CCCCC1 | 4 | x
Cc1ccc(S(=O)(=O)NNC(=O)C2CCN(Cc3ccccc3)CC2)cc1 | 14 | x
CC(=O)Nc1ccc(S(=O)(=O)NC(CC(=O)O)c2ccc(OC(C)C)cc2)cc1 (configuration not stated) | 5 | 1
O=C(CSc1nnc2sc3ccccc3n12)c1ccco1 | -7 | 4
COc1cc(OC)c(N(C)C(=O)CCNC(=O)Cn2cnc3ccccc3c2=O)cc1Cl | 5 | -22
CCOc1ccccc1N1CCN(c2nc3ccccc3nc2C(C#N)C(=O)OC)CC1 (configuration not stated) | 8 | 6
Cc1cccc(NC(=O)C2CCCN(c3nc(C)cc(C)n3)C2)c1 (configuration not stated) | 20 | -11
Cn1nc(OCC(N)=O)ccc1=O | -14 | -5
COC(=O)c1cc(=O)nc2sc3ccccc3n12 | -10 | -6
COC(=O)C1(CCSC)NC(c2ccco2)C2C(=O)N(C)C(=O)C21 (configuration not stated) | 11 | 1
CC1N(C)c2cccc3cccc(c23)N1C | 14 | x
CN(C)C(=O)Cn1c(=O)n(C)c2ccccc21 | -22 | -10
C[C@]12CCC(=O)C=C1CC[C@@H]1[C@@H]2CC[C@]2(C)C(=O)CC[C@@H]12 | -18 | -14

Ordered by number of heavy atoms (smallest number first): some entries from above.
SMILES | RmlCD inh mix | HIV RNase H inh
Cc1ccc(S(=O)(=O)NNC(=O)C2CCN(Cc3ccccc3)CC2)cc1 | 14 | x
CC(=O)O[C@]1(C(C)=O)CC[C@H]2[C@@H]3C=C(C)C4=CC(=O)CC[C@]4(C)[C@H]3CC[C@@]21C | 7 | 4
CCOC(=O)C1=C(Nc2ccc(C)cc2)CC(C)(O)C(C(=O)OCC)C1c1ccccc1 (configuration not stated) | 4 | x

More results:
SMILES | RmlCD inh mix | HIV RNase H inh
CCOCCCn1c(=S)[nH]c2ncccc2c1=O | x | -18
O=C(CN1C(=O)c2ccccc2S1(=O)=O)Nc1cccnc1 | -6 | -5
COC(=O)C1=C(C(=O)OC)[C@@H]2N(Cc3ccccc3)c3ccccc3[C@@]23C[C@@H](C(=O)OC)N(C(=O)C2CCC2)C3=N1 | -50 | x
NC(=O)C1(N2CCCCC2)CCN(Cc2ccccc2)CC1 | 9 | -4
O=C(COc1ccc2ccccc2c1)N1CCN(c2ccccc2O)CC1 | 2 | -3
C1CCc2c(nc3nnnn3c2N2CCOCC2)C1 | 14 | -2
COC(=O)CCC(=O)c1oc2ccc(OC)cc2c1N | 9 | x
CCOC(=O)c1c(-c2ccc(C)cc2)csc1NC(=S)NC(=O)c1ccccc1 | -6 | x
Cc1nc2sc(C(c3ccc(Cl)cc3)N3CCN(c4ccccc4F)CC3)c(O)n2n1 (configuration not stated) | -11 | -7
Cn1c(Cn2nnc3ccccc32)nnc1SCC(=O)c1ccccc1F | -4 | x
c1ccc(Nc2nc(N3CCCC3)nc(N3CCOCC3)n2)cc1 | -10 | x
OCC[C@@H]1C[C@@H](O)[C@H](O)[C@]2(CCCO2)O1 | 0 | x
Cn1c(=O)cc(OCCCC(=O)NCc2ccccn2)c2ccccc21 | 2 | -55
CCOC(=O)N1CCN(C(=O)Nc2cccc(Cl)c2)CC1 | -9 | x
CCOc1ccc(C2C(C#N)=C(N)Oc3nc[nH]c(=O)c32)cc1OC (configuration not stated) | 10 | -3
O=C(CCn1c(=O)oc2ccccc21)NCCCN1CCCC1=O | -10 | -7
CC(c1ccccc1)n1cc(C(=O)NCc2ccncc2)nn1 (configuration not stated) | 15 | 0
CC(C)(C)N1CC(COc2ccccc2)OC1=O (configuration not stated) | 4 | 2
O=C1c2ccccc2C(=O)N1CCOc1ccccc1 | 9 | x
O=C(c1cccc(Br)c1)N1CCN(C(=O)c2cccc(Br)c2)CC1 | 5 | x
Nc1nonc1-c1noc(-c2ccccc2)n1 | -12 | -1
COc1ccc(CNC(=O)C2CC(c3cccc([N+](=O)[O-])c3)=NO2)cc1 (configuration not stated) | -13 | x
Cc1nonc1-c1nc(-c2nonc2N)n[nH]1 | 1 | 0
Brc1cccc(-c2n[nH]c(-c3ccccc3)n2)c1 | x | -11
C=CCN(C(=O)Nc1ccc2oc(C)nc2c1)c1ccccc1 | -12 | x
COC(=O)CSC1=C(C#N)C(c2ccc(Cl)cc2)C(C(=O)OC)C(=O)N1 (configuration not stated) | x | 7
COc1ccc(N2CCN(Cc3cc(=O)oc4ccc(C)cc34)CC2)cc1 | -9 | x
Cn1c(=O)c2c(nc(SCc3cccnc3)n2Cc2ccc(F)cc2)n(C)c1=O | -7 | -7
COc1ccc(Oc2ccc3c(C(F)(F)F)cc(C(F)(F)F)nc3n2)cc1 | 8 | x
O=C(c1cccc(Cl)c1)N1CCC(=O)N(C(COCc2cccc(Cl)c2)Cc2ccccc2)CC1 (configuration not stated) | 4 | x
Cn1c(N)c(S(=O)(=O)c2ccc(Br)cc2)c2nc3ccccc3nc21 | -23 | 13
Cc1cccc(C)c1NC(=O)CSc1nnc([C@H](C)NC(=O)OC(C)(C)C)o1 | 4 | -7
CCOC(=O)N1CCN(C(=O)CSc2nnc(Cc3ccccc3)o2)CC1 | -4 | -8
O=C(CSc1ncnc2c1cnn2CCc1ccccc1)Nc1cccc(C(F)(F)F)c1 | 5 | x
CC(=O)NS(=O)(=O)c1ccc(NC(=O)/C=C/c2ccccc2Cl)cc1 | -5 | x
COC(=O)C(C(=O)OC)C(C(C)C)C(C(=O)OC)C(=O)OC | 6 | -1
Nn1c(Cc2cccc3ccccc23)nnc1SCn1nnc2ccccc2c1=O | -15 | x
Cc1nn(CCCC(=O)Nc2sc3c(c2C#N)CCC3)c(C)c1[N+](=O)[O-] | 3 | x
O=C(O)c1cc(=O)cc(C(=O)O)[nH]1 | 0 | -5
c1ccc(Cn2nnnc2C(c2cccs2)N2CCOCC2)cc1 (configuration not stated) | x | 1
Cc1ccc(S(=O)(=O)N2CCCC(C(=O)N(Cc3cccs3)C3CC3)C2)cc1 (configuration not stated) | 9 | -36
C#CCOCCOCCOCCNc1nc(N2CCN(C(=O)C([C@@H](C)CC)n3cc(C(N)CO)nn3)CC2)nc(N2CCN(C(=O)C([C@@H](C)CC)n3cc(C(N)COC(=O)C(F)(F)F)nn3)CC2)n1 (some centres not stated) | -14 | x
COc1nc(NC2CCCCC2)nc(N2CCCCCC2)n1 | 11 | x
COC(=O)C[C@H]1c2cc(C(F)(F)F)ccc2S(=O)(=O)N1C1CCCCC1 | 7 | x
CC(=NCCO)c1c(O)n(C)c(=O)n(C)c1=O | -2 | 2
CCOc1ccc(CCNC(=O)Cn2c(-c3nonc3N)nc3ccccc32)cc1OCC | -1 | 11
COC(=O)C1C(=O)C=C(N2CCOCC2)CC1(C)C (configuration not stated) | 10 | -8
Cc1ccc2c(CSc3nncs3)cc(=O)oc2c1 | 15 | -15
O=C(Cn1cnc2c(cnn2-c2ccccc2)c1=O)c1ccc(Cl)cc1 | -10 | 38
COC(=O)C1C(=O)c2c([nH]c(C(=O)OC3CCCC3)c2C)CC1C (configuration not stated) | 0 | -7
O=C(c1ccc(C(=O)N2CCCc3ccccc32)nc1)N1CCCc2ccccc21 | -8 | -14
CC(C)=NOCc1ccc(-c2cn([C@@H]3COC[C@H]3O)nn2)cc1 | 10 | x
O=C(NCC1CCCO1)C(c1ccc(F)cc1)N(Cc1ccc(F)cc1)C(=O)Cn1nnc(-c2cccs2)n1 (configuration not stated) | 3 | x
CC(=O)Nc1ccc2c(c1)N(C(=O)CN(C)C)c1ccccc1CC2 | -2 | x
CCCc1noc2c1C(c1ccoc1)C(C#N)=C(N)N2 (configuration not stated) | -7 | -33
CC(=O)c1cccc(S(=O)(=O)N2CCN(c3nc4cc(C)cc(C)c4cc3C#N)CC2)c1 | x | -25
Nc1c(C(=O)NC2CCCC2)c2nc3ccccc3nc2n1/N=C/c1ccco1 | -22 | x
O=C(C1CCCN(Cc2ccc3c(c2)OCO3)C1)N1CCCC1 (configuration not stated) | -6 | 2
CCC[C@@H]1CCCO[C@@](C(=O)NCc2ccccn2)(C(F)(F)F)C1 | -11 | x
COc1ccc(C(CC(=O)Nc2nccs2)n2cccc2)cc1 (configuration not stated) | -8 | -3

For convenience, some entries already given.
SMILES | RmlCD inh mix | HIV RNase H inh
Cc1nn(CCCC(=O)Nc2sc3c(c2C#N)CCC3)c(C)c1[N+](=O)[O-] | 3 | x
O=C(O)c1cc(=O)cc(C(=O)O)[nH]1 | 0 | -5
c1ccc(Cn2nnnc2C(c2cccs2)N2CCOCC2)cc1 (configuration not stated) | x | 1
Cc1ccc(S(=O)(=O)N2CCCC(C(=O)N(Cc3cccs3)C3CC3)C2)cc1 (configuration not stated) | 9 | -36
C#CCOCCOCCOCCNc1nc(N2CCN(C(=O)C([C@@H](C)CC)n3cc(C(N)CO)nn3)CC2)nc(N2CCN(C(=O)C([C@@H](C)CC)n3cc(C(N)COC(=O)C(F)(F)F)nn3)CC2)n1 (some centres not stated) | -14 | x
COc1nc(NC2CCCCC2)nc(N2CCCCCC2)n1 | 11 | x
COC(=O)C[C@H]1c2cc(C(F)(F)F)ccc2S(=O)(=O)N1C1CCCCC1 | 7 | x
CC(=NCCO)c1c(O)n(C)c(=O)n(C)c1=O | -2 | 2
CCOc1ccc(CCNC(=O)Cn2c(-c3nonc3N)nc3ccccc32)cc1OCC | -1 | 11
COC(=O)C1C(=O)C=C(N2CCOCC2)CC1(C)C (configuration not stated) | 10 | -8
Cc1ccc2c(CSc3nncs3)cc(=O)oc2c1 | 15 | -15
O=C(Cn1cnc2c(cnn2-c2ccccc2)c1=O)c1ccc(Cl)cc1 | -10 | 38
COC(=O)C1C(=O)c2c([nH]c(C(=O)OC3CCCC3)c2C)CC1C (configuration not stated) | 0 | -7
O=C(c1ccc(C(=O)N2CCCc3ccccc32)nc1)N1CCCc2ccccc21 | -8 | -14
CC(C)=NOCc1ccc(-c2cn([C@@H]3COC[C@H]3O)nn2)cc1 | 10 | x
O=C(NCC1CCCO1)C(c1ccc(F)cc1)N(Cc1ccc(F)cc1)C(=O)Cn1nnc(-c2cccs2)n1 (configuration not stated) | 3 | x
CC(=O)Nc1ccc2c(c1)N(C(=O)CN(C)C)c1ccccc1CC2 | -2 | x
CCCc1noc2c1C(c1ccoc1)C(C#N)=C(N)N2 (configuration not stated) | -7 | -33
CC(=O)c1cccc(S(=O)(=O)N2CCN(c3nc4cc(C)cc(C)c4cc3C#N)CC2)c1 | x | -25
Nc1c(C(=O)NC2CCCC2)c2nc3ccccc3nc2n1/N=C/c1ccco1 | -22 | x

The list goes on:
SMILES | RmlCD inh mix | HIV RNase H inh
O=C(NC(O)C(=O)c1cccs1)c1cccnc1 (configuration not stated) | 6 | 0
CC1(OC(=O)c2ccc(Cl)nc2)C(=O)C=C2C=C3CCCN3C=C2C1=O (configuration not stated) | 13 | x
Cc1ccc(Cc2cnc(NC(=O)CN3CCOCC3)s2)cc1Cl | 2 | x
Cc1nc(CS(=O)c2ccc(Cl)cc2)cc(NCc2ccc(Cl)cc2Cl)n1 (configuration not stated) | 7 | x
Cc1nc(NCC2CCCO2)c2nnn(Cc3ccccc3Cl)c2n1 (configuration not stated) | 6 | 1
Cc1cc(NC(=O)CSc2nc(C(C)C)nc3sc(C)c(C)c23)no1 | 4 | -2
Brc1cccc(-c2nnc3sc(CNCc4ccco4)cn23)c1 | 2 | -15
CCOc1cc(NC2CS(=O)(=O)CC2O)c(OCC)cc1NC(=O)c1ccccc1 (configuration not stated) | -12 | -8
